KCNQ1 act = potentiators or activators of KCNQ1 channel, primary screen, cell-based, thallium flux, high-throughput; B-score at 10 µM; Potassium voltage-gated channel subfamily KQT member 1 (Homo sapiens), P51787; CHO-K1 KCNQ1, thallium flux FluxOR fluorescence; hits give high values; 0.35% of 310,000 active; AID 2648, 2010;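 active means fluorescence ratio B-score, a plate-corrected score, at least three library SD, with initial intensity B-score within 5 SD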
Target sequence (P51787 whole entry, looked up): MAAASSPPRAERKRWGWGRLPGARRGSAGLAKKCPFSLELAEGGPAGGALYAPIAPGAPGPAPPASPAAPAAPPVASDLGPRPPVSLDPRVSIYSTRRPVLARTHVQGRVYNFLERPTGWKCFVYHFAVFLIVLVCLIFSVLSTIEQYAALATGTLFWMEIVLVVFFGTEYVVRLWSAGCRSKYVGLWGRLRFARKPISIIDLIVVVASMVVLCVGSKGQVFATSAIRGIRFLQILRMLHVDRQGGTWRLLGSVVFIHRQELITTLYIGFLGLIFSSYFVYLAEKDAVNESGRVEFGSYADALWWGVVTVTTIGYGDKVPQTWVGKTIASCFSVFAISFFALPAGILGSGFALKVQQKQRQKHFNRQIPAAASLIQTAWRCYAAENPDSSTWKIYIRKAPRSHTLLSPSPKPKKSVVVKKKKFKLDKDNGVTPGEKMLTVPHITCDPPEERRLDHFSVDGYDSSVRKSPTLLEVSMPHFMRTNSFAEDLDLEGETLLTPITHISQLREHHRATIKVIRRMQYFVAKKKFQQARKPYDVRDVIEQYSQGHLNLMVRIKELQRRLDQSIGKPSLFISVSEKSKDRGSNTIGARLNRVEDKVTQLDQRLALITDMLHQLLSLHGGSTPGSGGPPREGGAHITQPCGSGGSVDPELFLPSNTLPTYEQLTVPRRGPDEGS
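Medium – assay buffer, equal DMSO in all wells · Material – CHO-K1 cell line with stable KCNQ1 potassium channel expression · Signal – kinetic FluxOR thallium fluorescence, 10-s 1-Hz baseline, 110-s post-stimulus read · Compound – single concentration per compound, DMSO matched to controls · Schedule – 37 °C overnight plating, 90-min dark dye load, 20-min compound pretreatment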
TMEM16A act = TMEM16A chloride channel activators or potentiators, primary screen, cell-based, HTS; HEK293 TMEM16A/YFP-H148Q/I152L, iodide quench fluorescence; hits give low values; 0.3% of 340,000 active; Anoctamin-1 (Mus musculus), Q8BHY3; B-score at 10 µM;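 active means fluorescence-ratio B-score plate-corrected deviation score at least 3 library SD below zero, with starting fluorescence score within 5 deviations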;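 further: channel opened by trigger with iodide after compound preincubation; score built on the fluorescence ratio of max minus min over baseline; more negative score means more quench and so TMEM16A activation or potentiation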
Dyrk1A ADPGlo = rat Dyrk1A kinase inhibitors, primary screen, biochemical, single point, plate reader; 0.43% of 310,000 active; inhibition, % at 12.5 µM; ADP-Glo luminescence, NFATc1 peptide; in the data active means inhibition above about 50%;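 further: plate controls were vehicle with enzyme for no effect and no enzyme for full effect; many of its hits are not listed in these tables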
KCNQ1 block = inhibitors of human KCNQ1 channel, primary screen, cell-based, thallium flux, high-throughput. Potassium voltage-gated channel subfamily KQT member 1 (Homo sapiens), P51787. CHO-K1 KCNQ1, FluxOR thallium flux fluorescence; hits give high values. B-score at 10 µM. 1.3% of 310,000 active;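 active means compounds whose thallium flux B-score, printed positive for inhibition, exceeds three library SD while starting fluorescence stays within three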;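 further: channel opened by potassium depolarization with thallium stimulus after 20 min compound exposure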
ANO1 block = TMEM16A chloride channel inhibitors, primary screen, cell-based, HTS; 1.2% of 310,000 active; normalized B-score (activity score, 25-100; higher = stronger inhibition) at 10 µM; HEK293 TMEM16A/YFP iodide influx fluorescence, ionomycin; AID 588511, 2011;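 active means ratio plate-corrected score three or more library SD toward inhibition, starting fluorescence score within five deviations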;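 further: score derived from kinetic fluorescence span divided by baseline fluorescence per well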
TRPC4 act = activators of mouse TRPC4 channel, primary screen, Fluo4 calcium, HEK293 TRPC4beta/mu-opioid cells | 0.49% of 310,000 active | Fluo4 calcium fluorescence; hits give high values | Short transient receptor potential channel 4 (Mus musculus), Q9QUQ5 | B-score at 10 µM | AID 2237, 2010;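 active means B-score above 5 SD of library B-scores, and initial fluorescence ratio not above library mean plus 5 SD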;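 further: positive B-score marks a calcium rise read as TRPC4 activation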
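Assay system: HEK293 stable line with TRPC4beta plus mu-opioid receptor. Times: dye 45 min RT, read 110 s. Measured by: kinetic Fluo4 calcium fluorescence. Measure: B score of integrated ratio. Controls: assay buffer as low control, maximal DAMGO as high control.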
KCNK9 inh = KCNK9 potassium channel inhibitors, primary screen, HEK293 cells, thallium flux; FluxOR thallium flux fluorescence; hits give low values; B-score at 10 µM; 1.2% of 310,000 active; AID 488922, 2010;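 active means ratio B-score over 3 SD below the library mean, with starting fluorescence within 5 SD of its mean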;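 further: negative B-score means less thallium flux so channel inhibition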
HDAC3 inh = HDAC3 deacetylase inhibitors, primary screen, biochemical, fluorescence, cell-free homogeneous. inhibition, % at 8.3 µM. AID 2718, 2010. 0.15% of 320,000 active. recombinant HDAC3, fluorogenic peptide/trypsin coupled; in the data active means inhibition above about 26%, passing the limit was not always enough
Target sequence (O15379 whole entry, looked up): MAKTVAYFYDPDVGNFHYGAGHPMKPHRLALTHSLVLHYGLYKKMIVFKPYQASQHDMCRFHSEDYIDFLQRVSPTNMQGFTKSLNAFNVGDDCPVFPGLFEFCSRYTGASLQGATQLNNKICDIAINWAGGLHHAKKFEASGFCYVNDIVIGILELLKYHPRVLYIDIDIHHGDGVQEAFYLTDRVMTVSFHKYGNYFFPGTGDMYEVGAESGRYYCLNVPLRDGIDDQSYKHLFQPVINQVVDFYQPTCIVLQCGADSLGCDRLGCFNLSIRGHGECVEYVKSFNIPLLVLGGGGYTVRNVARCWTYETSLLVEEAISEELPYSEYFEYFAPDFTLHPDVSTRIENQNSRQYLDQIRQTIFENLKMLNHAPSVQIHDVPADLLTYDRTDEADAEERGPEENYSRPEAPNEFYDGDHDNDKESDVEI
TRPC4 PAM = positive allosteric modulators of TRPC4, primary screen, cell-based, mouse TRPC4beta, HEK293 mu-opioid, Fluo-4 calcium; Short transient receptor potential channel 4 (Mus musculus), Q9QUQ5; DAMGO EC20, Fluo-4 Ca2+ flux; hits give high values; B-score at 10 µM; 0.42% of 310,000 active; AID 2227, 2009;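 active means B-score of calcium response area above 5 SD of library B-scores, with initial fluorescence ratio within 5 SD of library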;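 further: B-score of integrated fluorescence ratio over time as area under calcium response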
hERG rescue = hERG rescue from dofetilide block, primary screen, cell-based, CHO-hERG, FluxOR thallium flux, dofetilide IC70 | Voltage-gated inwardly rectifying potassium channel KCNH2 (Homo sapiens), Q12809 | dofetilide IC70 present | activation (rescue from dofetilide block), less the hit threshold, % at 10 µM | 0.51% of 310,000 active | AID 1511, 2009;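 active means activation above the mean of controls blocked by dofetilide plus 5 SD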;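 further: thallium influx through hERG after potassium depolarization seen as dye fluorescence rise; in these data hits start at about 4.7%; inactives centre near -7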
KCNK3 block = human KCNK3 channel inhibitors, primary screen, CHO cells, FluxOR thallium flux, B-score. FluxOR fluorescence; hits give low values. B-score at 10 µM. 0.84% of 340,000 active. AID 602410, 2012;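 active means B-score under library mean minus 4 SD, starting fluorescence ratio at most library mean plus 5 SD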;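 further: more negative B-score means stronger inhibition of thallium flux through KCNK3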
* = called active by the depositor; i = inactive; . = not tested or not shown.

SMILES	KCNQ1 act	TMEM16A act	Dyrk1A ADPGlo	KCNQ1 block	ANO1 block	TRPC4 act	KCNK9 inh	HDAC3 inh	TRPC4 PAM	hERG rescue	KCNK3 block
COc1cc(OC)c(C(=O)Oc2ccc3c(c2)OCO3)cc1OC	i	i	1	i	i	i	i	0	i	-7	i
COc1cccc(OC)c1C(=O)Nc1ccc2c(c1)N(S(=O)(=O)c1cccs1)CCC2	i	i	-3	i	i	i	i	2	i	-6	i
COc1ccc(/C=N/NC(=O)CCc2n[nH]c(=O)[nH]c2=O)cc1OC	i	i	0	i	i	i	i	-4	i	-8	i
CCOC(=O)C(Oc1ccc2c(-c3ccccc3)cc(=O)oc2c1)c1ccccc1 (centres undefined)	i	i	-6	i	i	i	i	-5	i	-14	i
CCC(C(=O)NCc1ccccn1)n1c2ccccc2c2nc(=O)cc(C)n21 (centres undefined)	i	i	-4	i	i	i	i	1	i	-4	i
COc1ccc(CCn2c(=S)[nH]c3cc(C(=O)NCc4ccco4)ccc3c2=O)cc1OC	.	i	2	.	25*	.	.	-1	.	.	i
O=C(CCCNC(=O)/C(=C/c1ccccc1F)NC(=O)c1ccccc1)OCc1ccccc1	i	i	-2	i	i	i	i	-2	i	-3	i
CN1CCN(c2ccccc2NC(=O)c2cc3ccccc3o2)CC1	i	i	45	i	i	i	i	6	i	-20	i
CC1CCCCC1NC(=O)c1c(O)nc2ccccn2c1=O (centres undefined)	i	i	2	i	i	i	i	-11	i	-4	i
Cc1ccc(C(=O)NCCCNC(=O)COc2ccc(Cl)cc2)cn1	i	i	5	i	i	i	i	7	i	-5	i
O=c1cnn(Cc2ccc(Cl)c(Cl)c2)c2ccccc12	i	i	-1	i	i	i	i	4	i	-2	i
Cc1ccc(C2NNC(=O)C2NC(=O)c2ccccc2)cc1 (centres undefined)	i	i	-5	i	i	i	i	7	i	-4	i
O=C(c1cn(-c2ccccc2)nc1-c1ccc(Br)cc1)N1CCOCC1	i	i	2	i	i	i	i	-2	i	-9	i
Brc1ccc(-n2c(SCc3nc4ccccc4[nH]3)nnc2-c2ccncc2)cc1	i	i	-6	i	i	i	i	-9	i	-7	i
Cc1nnc(C)n1/N=C/c1ccc(-c2ccccc2)cc1	i	i	3	i	i	i	i	-4	i	-7	i
COc1ccc(NCC(=O)N/N=C(\C)c2cc3ccccc3o2)cc1	i	i	-1	i	i	i	i	-3	i	-4	i
CCc1ccc(CN2CCC(Oc3ccc(C(=O)N4CCCCC4)cc3)CC2)cc1	i	i	0	i	i	i	i	-1	i	-6	i
Cc1ccc2cc(C(c3nnnn3C3CCCC3)N(Cc3ccccc3)Cc3ccco3)c(=O)[nH]c2c1 (centres undefined)	i	i	5	i	i	i	i	-5	i	-6	i
O=C(O)CSc1nc(-c2ccccc2)nc2c1oc1ccccc12	i	i	2	i	i	i	i	5	i	-12	i
COc1ccc(NC(=S)N2CCN(C/C=C/c3ccccc3)CC2)cc1OC	i	i	5	i	i	i	i	-10	i	-4	i
O=C1/C(=C/c2cccnc2)Cc2ccc(Cl)cc21	i	i	-1	i	i	i	i	-7	i	-8	i
NS(=O)(=O)c1ccc(CCNC(=O)c2ccc([N+](=O)[O-])s2)cc1	i	i	2	i	i	i	i	2	i	-3	i
COc1ccc(C(=O)O)cc1S(=O)(=O)N(C)C	i	i	4	i	i	i	i	2	i	-8	i
CC(C#N)Sc1ncnc2sc3c(c12)CCC3 (centres undefined)	i	i	-7	i	i	i	i	9	i	-8	i
O=C(O)CCn1c(SCCOc2ccccc2F)nc2ccccc21	i	i	-6	i	i	i	i	2	i	-3	i
CCc1ccc(N=C2NC(=O)/C(=C/c3cc(OC)c(OC)c(OC)c3)S2)cc1	i	i	-1	i	i	i	i	5	i	-13	i
Cc1ccc(C(=O)N(CC(=O)Nc2sc(C)c(C)c2C(N)=O)C2CCCC2)cc1	i	i	-2	i	i	i	i	1	i	-7	i
CCCCn1nc2cc(C(=O)NCCc3ccc(C)cc3)ccc2c1OCC	i	i	-14	i	i	i	i	-13	i	-10	i
COc1ccc(NC(=O)CSc2ncnc3c2cnn3Cc2ccccc2)cc1OC	i	i	-4	i	i	i	i	-1	i	-4	i
CCN(C(=O)C(C)OC(=O)C1C(C(=O)OC)=C(C)NC(C)=C1C(=O)OC)c1ccccc1 (centres undefined)	i	i	.	i	i	i	i	-4	i	-5	i
CC1CC(C)CN(S(=O)(=O)N2CCCC(C(=O)NC3CCCCC3)C2)C1 (centres undefined)	i	i	.	i	i	i	i	-5	i	-5	i
Cn1cc(C(N)=O)c2ccccc21	i	i	12	i	i	i	i	4	i	-5	i
C[N+](C)(C)CCOC(=O)C1(c2ccccc2)CCCC1	i	i	9	i	i	i	i	-4	i	-1	i
CCC1(C)OC(=O)N(CCCn2ccnc2C)C1(C)O (centres undefined)	i	i	3	i	i	i	i	-3	i	-12	i
CCNC(=O)C(Cc1ccccc1)NC(=O)OCc1ccccc1 (centres undefined)	i	i	-5	i	i	i	i	-15	i	-6	i
CCN(CC)S(=O)(=O)c1cc(Cl)ccc1OC	i	i	-3	i	i	i	i	-2	i	-9	i
COCCNC(=O)C1CCC(=O)N1S(=O)(=O)c1ccc(C)cc1 (centres undefined)	i	i	-2	i	i	i	i	-1	i	-3	i
CN(CCc1cn[nH]c1)Cc1nc(C(c2ccccc2)c2ccccc2)no1	i	i	-5	i	i	i	i	5	i	-9	i
Cc1ccccc1OCC(=O)NCCC(=O)O	i	i	-2	i	i	i	i	7	i	-2	i
CCOC(=O)CCC(NC(=O)c1ccc(NCN2C(=O)CCC2=O)cc1)C(=O)OCC (centres undefined)	i	i	7	i	i	i	i	-2	i	-9	i
CC1Oc2ccccc2OC1C(=O)Nc1nccs1 (centres undefined)	i	i	7	i	i	i	i	-7	i	-5	i
CC1(c2cccc(Br)c2)NC(=O)N(CC(=O)Nc2cccnc2Cl)C1=O (centres undefined)	i	i	9	i	i	i	i	10	i	-1	i
Cc1cc(-n2c(C)cc(C(=O)COc3ccccc3[N+](=O)[O-])c2C)no1	i	i	0	i	i	i	i	-1	i	2	i
CCCC[C@@H]1CNC(=S)N1CCCC	i	i	1	i	i	i	i	-2	i	-6	i
COc1ccc2[nH]c3c(NCCCOC(C)C)ncnc3c2c1	i	i	9	i	i	i	i	-55	i	0	i
O=c1[nH]c(CN2CCN(S(=O)(=O)/C=C/c3ccccc3)CC2)nc2cc(Cl)ccc12	i	i	6	i	i	i	i	4	i	-14	i
O=C(COc1ccc(S(=O)(=O)N2CCOCC2)cc1)Nc1cccc([N+](=O)[O-])c1	i	i	8	i	i	i	i	-4	i	-10	i
CCOC(=O)C1CCCN1C(=O)c1ccc(OC)c(Br)c1 (centres undefined)	i	i	.	i	i	i	i	1	i	-7	i
CN(C)S(=O)(=O)c1ccc2nc(NC(=O)c3cccnc3)sc2c1	i	i	0	i	i	i	i	0	i	-6	i
CCc1ccc(-c2nc(CS(=O)CC(=O)NCCCN3CCOCC3)c(C)o2)cc1 (centres undefined)	i	i	0	i	i	i	i	6	i	-6	i
Cc1ccc(-c2nnc(SCC(=O)NC(=O)Nc3ccc(C)cc3C)n2N)cc1	i	i	-1	i	i	i	i	5	i	-5	i
CCOc1ccc(S(=O)(=O)Nc2cccc(C(=O)NCC(C)(C)N3CCOCC3)c2)cc1	i	i	16	i	i	i	i	10	i	-16	i
O=C(CN1C(=O)c2cccc3cccc1c23)NCc1ccncc1	i	i	-1	i	i	i	i	-4	i	2	i
CC(=O)Nc1cccc(NC(=O)CSc2ccc(-c3ccccn3)nn2)c1	i	i	.	i	i	i	i	17	i	-8	i
C=CCn1c(CCC(=O)O)ccc1-c1ccccc1	i	i	-1	i	i	i	i	-14	i	0	i
O=S(=O)(/N=C(/Nc1ccc(F)c(F)c1F)c1ccccc1)c1ccccc1	i	i	6	i	i	i	i	-1	i	-3	i
CN(C)CCCNC(=O)/C(=C/c1ccc(-c2ccc([N+](=O)[O-])cc2)o1)NC(=O)c1ccccc1	i	i	.	i	i	i	i	-1	i	-7	i
CCn1c(=O)cc(OCC(=O)N2CCN(C(=O)c3ccco3)CC2)c2ccccc21	i	i	0	i	i	i	i	-1	i	-4	i
COc1ccc(/C(N)=N/OC(=O)c2cccs2)cc1OC	i	i	.	i	i	i	i	10	i	-17	i
Nn1c(=O)[nH]c2c([nH]c3ccccc32)c1=O	i	i	-2	i	i	i	i	-6	i	-8	i

(listing goes on)
SMILES	KCNQ1 act	TMEM16A act	Dyrk1A ADPGlo	KCNQ1 block	ANO1 block	TRPC4 act	KCNK9 inh	HDAC3 inh	TRPC4 PAM	hERG rescue	KCNK3 block
O=C(NNC(=S)Nc1cccc(Cl)c1)c1ccccc1OC(F)F	i	i	-2	9*	i	i	i	4	i	-15	i
Cn1cc(CN2CCCC(CO)(Cc3ccccc3)C2)cn1 (centres undefined)	i	i	-5	i	i	i	i	-2	i	-5	i
COCCn1c(C)cc(C2=NNC(=Nc3ccccc3)SC2)c1C	i	i	1	i	i	i	i	6	i	-7	i
O=C(NNc1c(Cl)cccc1Cl)C1CCC1	i	i	5	i	i	i	i	4	i	-5	i

Gathered by group, the compounds so far with bromine
SMILES	KCNQ1 act	TMEM16A act	Dyrk1A ADPGlo	KCNQ1 block	ANO1 block	TRPC4 act	KCNK9 inh	HDAC3 inh	TRPC4 PAM	hERG rescue	KCNK3 block
O=C(c1cn(-c2ccccc2)nc1-c1ccc(Br)cc1)N1CCOCC1	i	i	2	i	i	i	i	-2	i	-9	i
Brc1ccc(-n2c(SCc3nc4ccccc4[nH]3)nnc2-c2ccncc2)cc1	i	i	-6	i	i	i	i	-9	i	-7	i
CC1(c2cccc(Br)c2)NC(=O)N(CC(=O)Nc2cccnc2Cl)C1=O (centres undefined)	i	i	9	i	i	i	i	10	i	-1	i
CCOC(=O)C1CCCN1C(=O)c1ccc(OC)c(Br)c1 (centres undefined)	i	i	.	i	i	i	i	1	i	-7	i

This is a subset; the hit share may differ from the screen's.
